AID2073: inhibitors of Mint1-CaV2.2 protein interaction, biochemical, HTRF (AID 2073); Voltage-dependent N-type calcium channel subunit alpha-1B (Homo sapiens); HTRF protein-protein interaction, Mint1-CaV2.2; higher % means a stronger effect; inhibition, % at 20 µM, or IC50 in µM where a hit was titrated; 290,000 tested, 0.19% active; in the data active means inhibition mostly above about 51%, no sharp cut-off; further: some results filed as inactive read as strong as hits
Dynein cargo inh: inhibitors of GR-EGFP nuclear translocation, primary screen, dynein cargo transport inhibitor project, imaging, high-content, 3617.4 mouse cells. test concentration mostly 20 µM; stimulated with dexamethasone, 1 µM; stronger effect = lower value. z-score, hits read low. 220,000 tested, 0.47% active. AID 1381, 2008;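 active means plate z-score of nuclear minus cytoplasmic receptor signal below a set negative limit, without overly bright fluorescence or cell loss, cut at about -3.5 in these data, passing the limit was not always enough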;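 further: z-score of nuclear minus cytoplasmic ring GR-EGFP intensity difference per well; some compounds called inactive have numbers as strong as hits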
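Buffer or medium: tet-free, stripped-serum medium; Also added: dexamethasone, 1.0 µM final; Technique: high-content fluorescence imaging after fixation; Times: 48 h induction, 1 h compound, 30 min dex at 37 °C; Read-out: per-cell GR-EGFP intensity, nucleus versus surrounding cytoplasmic ring, well-averaged.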
NOD2 inhibition: NOD2 signaling inhibitors, cell-based, luminescence, uHTS, HEK293 (AID 1566); HEK293 NOD2/NF-kB luciferase reporter, luminescence; higher % means a stronger effect; inhibition, % at 4 µM, or EC50 in µM where a hit was titrated; 290,000 tested, 0.63% active; further: many of its hits are not listed in these tables
M1AAP inhibition: P. falciparum M1AAP inhibitors, biochemical, fluorogenic H-Leu-NHMec substrate, 1536-well (AID 1445). Aminopeptidase N (Plasmodium falciparum (isolate 3D7)). 220,000 tested, 0.42% active. recombinant M1AAP, H-Leu-NHMec fluorogenic kinetic assay; higher % means a stronger effect. inhibition, % at 30 µM, or IC50 in µM where a hit was titrated;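 active means primary inhibition above the hit cutoff, then over 50% inhibition at one or more dose response concentrations, cut at about 23% in these data, passing the limit was not always enough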;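 further: plate controls were DMSO full reaction for no effect and no enzyme background for full effect; strong numbers were not always called active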
KOR beta-arrestin-1: KOR antagonists, beta-arrestin recruitment, cell-based, luminescence, uHTS (AID 1778); Kappa-type opioid receptor (Homo sapiens); KOR beta-arrestin recruitment, luminescence, antagonist mode; higher % means a stronger effect; one-dose inhibition, % at 10 µM; IC50 in µM for titrated hits; 290,000 tested, 0.091% active; further: strong numbers were not always called active
KOR beta-arrestin-2: KOR agonists, beta-arrestin recruitment, primary screen, cell-based, luminescence, uHTS (AID 1777); activation, % at 10 µM, or EC50 in µM where a hit was titrated; 280,000 tested, 0.02% active; KOR beta-arrestin recruitment, luminescence; higher % means a stronger effect; Kappa-type opioid receptor (Homo sapiens); in the data active means activation above about 50%, passing the limit was not always enough; further: a part of the inactive calls stands beside numbers as strong as those of hits
NOD1 inhibition: NOD1 signaling inhibitors, primary screen, cell-based, luminescence, uHTS (AID 1578). NOD1-driven NF-kB luciferase reporter cells, luminescence; higher % means a stronger effect. inhibition, % at 4 µM, or EC50 in µM where a hit was titrated. 290,000 tested, 1% active; in the data active means inhibition mostly above about 36%, no sharp cut-off; inactive means mostly below about 34%;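 further: HEK-293T reporter cells stimulated with the NOD1 agonist gamma-tri-DAP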
GPR55 beta-arrestin: GPR55 agonists via beta-arrestin recruitment, primary screen, imaging, U2OS cells, beta-arrestin-GFP redistribution (AID 1961) | one-dose activation, % at 10 µM; EC50 in µM for titrated hits | U2OS GPR55 beta-arrestin-GFP redistribution imaging; higher % means a stronger effect | G-protein coupled receptor 55 (Homo sapiens) | 290,000 tested, 0.048% active;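 active means activation above 40% with more than 50 cells counted in the well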;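 further: U2OS osteosarcoma cells stably expressing GPR55 and beta-arrestin-GFP; plate controls were DMSO negative control for no effect and LPI positive control for full effect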
P. falciparum M17LAP: P. falciparum M17LAP inhibitors, primary screen, biochemical, fluorogenic H-Leu-NHMec substrate, 1536-well (AID 1619); recombinant M17LAP, H-Leu-NHMec fluorogenic kinetic assay; higher % means a stronger effect; inhibition, % at 30 µM; hits with a dose series show IC50 in µM; 220,000 tested, 0.38% active;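 active means compound inhibiting the enzyme by more than half at any dose during confirmatory dose-response retesting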;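 further: plate controls were full reaction with DMSO carrier for no effect and no enzyme background for full effect; strong numbers were not always called active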
Dynein cargo inh cytoplasmic EGFP: second read-out of Dynein cargo inh, no call of its own (marks repeat the call); z-score; measured here: cytoplasmic GR-EGFP intensity; stronger effect = higher value
Dynein cargo inh nuclear GR-EGFP: recorded beside Dynein cargo inh, whose call it bears; z-score; measured here: nuclear GR-EGFP intensity;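 lower value marks the stronger effect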
Dynein cargo inh cell count: second read-out of Dynein cargo inh, no call of its own (marks repeat the call); z-score; measured here: cell count per field
The depositor's hits bear a star; · = no result given; [ ] = remark or other dose. Unless noted, no stated cut-off is given here; in the data, active means inhibition above about 50%; inactive means the rest.

SMILES	AID2073	Dynein cargo inh	Dynein cargo inh cytoplasmic EGFP	Dynein cargo inh nuclear GR-EGFP	Dynein cargo inh cell count	NOD2 inhibition	M1AAP inhibition	KOR beta-arrestin-1	KOR beta-arrestin-2	NOD1 inhibition	GPR55 beta-arrestin	P. falciparum M17LAP
COc1ccc(-c2nc(CN(CC3CCC(=O)N3)C(C)C)c(C)o2)c(C)c1C (stereo not drawn)	3%	1.1	-0.018	0.82	-1	9%	-1%	-25%[20 µM]	·	-7%	0.3%	-2%
Cc1ccc2nc(N3CCN(C(=O)c4ccco4)CC3)c3nncn3c2c1	8%	·	·	·	·	7%	·	27%	4.1%	-20%	-0.2%	·
O=C(Nc1ncc(Cc2cccc(Cl)c2)s1)C1=NCCN1	-13%	-0.2	-0.12	0.39	0.4	6%	-13%	-1%	-0.9%	-2%	0.0%	-6%
O=C(NCC1CC1)Nc1cccc(C(F)(F)F)c1	0%	·	·	·	·	14%	·	18%	-1.2%	-8%	-0.3%	·
CCOC(=O)N1CCN(C(=O)c2c[nH]c3ccc(S(=O)(=O)N(C)c4ccc(F)cc4)cc3c2=O)CC1	-5%	·	·	·	·	9%	·	-5%	0.7%	-24%	-0.1%	·
O=C(Nc1ccc(Br)cc1)C1CC(c2c(F)cccc2Cl)=NO1 (stereo not drawn)	-3%	·	·	·	·	2%	·	6%[20 µM]	-3.3%	-6%	-0.1%	·
O=C(Nc1nc2cc3c(cc2s1)OCCO3)c1cccc(S(=O)(=O)N2CCOCC2)c1	15%	-0.66	-0.23	-0.21	0.93	25%	·	-2%	28%	6%	-0.2%	·
CCOC(=O)NCc1ccc(S(=O)(=O)Nc2c(C)cccc2C)cc1	-10%	0.76	-0.089	0.5	-1.1	10%	10%	5%	1.1%	3%	-0.1%	1%
COc1ccc(/C=C/C(=O)Nc2ccc3nc4n(c(=O)c3c2)CCCC4)cc1OC	26%	0.011	-0.33	0.099	0.29	-1%	5%	-34%	-5.0%	-31%	-0.6%	-1%
O=C(NC1CCN(C(=O)Nc2ccccc2Cl)CC1)c1cccc(F)c1	-4%	·	·	·	·	4%	·	6%	-5.6%	-26%	-0.3%	·
CN(Cc1ccco1)C(=O)C1CCC(=O)N1Cc1ccc(F)cc1 (stereo not drawn)	42%	-0.27	-0.2	-0.29	0.018	16%	7%	23%	-1.4%	0%	0.0%	-12%
COc1cc(C(=O)NCCCNc2nc3cc(C)c(C)cc3cc2C#N)cc(OC)c1OC	-22%	1.4	-0.11	0.9	-0.76	-2%	1%	1%	-1.2%	-23%	0.0%	-3%
CN(C)CCCOC(=O)c1sc2ccccc2c1Cl	-13%	-0.92	-0.3	-0.41	1	3%	2%	-35%[20 µM]	·	22%	0.2%	-8%
O=C(NCc1ccco1)c1ccc(S(=O)(=O)c2cccc(S(=O)(=O)N3CCOCC3)c2)cc1	1%	-1.2	-0.21	-0.26	0.33	6%	14%	10%	-1.7%	-16%	-0.1%	13%
C/C(=N\NC(N)=O)c1cc(Cl)cc(Cl)c1O	-6%	0.29	-0.26	1.1	-1.2	3%	10%	9%	0.5%	-7%	-0.2%	8%
C=CCOC(=O)C1C(=O)CC(C)(O)C(C(=O)OCC=C)C1c1ccc(N(C)C)cc1 (stereo not drawn)	-6%	-0.71	-0.29	-0.32	0.9	8%	16%	29%	-0.1%	-8%	0.0%	5%
Nc1cc(=O)[nH]c(=S)n1-c1cccc(C(F)(F)F)c1	7%	2.4	-0.21	0.98	-0.67	12%	0%	31%	-2.5%	-11%	-0.1%	8%
CCOC(=O)c1cnn(-c2ncnc3sc(C)c(C)c23)c1N	2%	-0.95	-0.29	-0.17	0.45	17%	7%	9%	·	8%	0.3%	11%
Cc1ccccc1C(C(=O)NC1CCCC1)N(C(=O)CNC(=O)c1ccco1)c1cccnc1 (stereo not drawn)	-1%	0.18	-0.29	0.36	-0.18	10%	3%	-4%	-3.6%	-18%	0.2%	7%
Cc1ccc(Cn2ccc(NC(=O)c3nc4ncccn4n3)n2)cc1	-3%	-0.64	-0.07	-0.017	-0.19	4%	16%	-9%	-0.3%	-26%	-0.2%	-1%
CC1CCCCN1S(=O)(=O)Cc1ccccc1Cl (stereo not drawn)	2%	·	·	·	·	3%	·	-6%[20 µM]	-2.0%	-18%	-0.1%	·
CO/N=C/CC(=O)Nc1ccc(F)cc1F	3%	0.11	-0.12	-0.17	0.35	-1%	-4%	-25%	5.0%	-30%	0.0%	5%
O=C(OCCN1CCOCC1)c1cccs1	10%	1.4	-0.00099	0.69	-0.45	-16%	12%	-4%	-1.1%	-20%	0.4%	-8%
O=[N+]([O-])c1cccc(/C([O-])=C(/C(=S)Nc2ccccc2)[n+]2ccccc2)c1	-8%	0.34	0.059	0.35	-0.99	-16%	9%	-34%	1.2%	28%	-0.2%	5%
CN(C(=O)CSc1nc2ccc(Br)cc2c(=O)n1Cc1ccco1)C1CCS(=O)(=O)C1 (stereo not drawn)	10%	-1.1	-0.28	-0.59	0.76	22%	1%	-1%	1.4%	-1%	0.2%	2%
CCC(C(=O)OCC(=O)Nc1c(C)n(C)n(-c2ccccc2)c1=O)c1ccccc1 (stereo not drawn)	-4%	1.2	-0.078	0.71	-0.2	21%	0%	-15%	-2.2%	0%	-0.1%	16%
Cc1ccc(NC(=O)CN2C(=O)c3ccccc3S2(=O)=O)cc1C	8%	·	·	·	·	19%	·	20%	-2.1%	5%	0.0%	·
CCCCSc1nc(C)c(CC(=O)O)c(=O)[nH]1	4%	1.3	0.12	1.7	-0.83	12%	10%	21%	-4.4%	0%	-0.2%	7%
CN(CCOCCOc1ccc(F)cc1)Cc1ccccc1	-1%	·	·	·	·	-1%	·	11%[20 µM]	-3.5%	-17%	0.8%	·
O=c1[nH]c(CO)nc2c1oc1ccccc12	4%	-0.51	-0.25	0.27	0.77	2%	14%	-62%	1.5%	-10%	-0.1%	11%
COc1ccc(CCNCC(=O)Nc2ccc(C(=O)N3CCCCC3)cc2)cc1	3%	·	·	·	·	-4%	·	-11%	3.6%	-3%	-0.2%	·
O=C(COC(=O)C1CCN(S(=O)(=O)c2cccs2)CC1)NCc1ccc(F)cc1	-4%	-0.47	-0.19	-0.22	0.38	-6%	5%	-6%	2.2%	-7%	-0.1%	1%
Cc1ccc(C(=O)COC(=O)CCN2C(=O)C3C4CCC(C4)C3C2=O)cc1[N+](=O)[O-] (stereo not drawn)	15%	·	·	·	·	5%	·	10%	-6.3%	0%	-0.2%	·
CCN(Cc1ccncc1)C(=O)CC1C(=O)NCCN1Cc1ccc(F)c(F)c1 (stereo not drawn)	-1%	0.37	0.056	0.018	0.48	·	-3%	15%	·	·	-0.3%	-6%
O=C(N/N=C/c1ccc(N2CCOCC2)cc1)C1CC1	8%	2.1	-0.29	1.4	-1.7	12%	9%	20%	0.3%	-15%	0.4%	-1%
COc1ccc(Cl)cc1NC(=S)N(Cc1ccccc1C)CC1CCC(C(=O)O)CC1 (stereo not drawn)	6%	0.7	-0.32	0.59	-0.2	20%	6%	-16%	2.0%	2%	-1.2%	-3%

A few values from the results shown:
O=C(N/N=C/c1ccc(N2CCOCC2)cc1)C1CC1 in NOD1 inhibition: -15%
O=C(COC(=O)C1CCN(S(=O)(=O)c2cccs2)CC1)NCc1ccc(F)cc1 in KOR beta-arrestin-2: 2.2%

Later entries
SMILES	AID2073	Dynein cargo inh	Dynein cargo inh cytoplasmic EGFP	Dynein cargo inh nuclear GR-EGFP	Dynein cargo inh cell count	NOD2 inhibition	M1AAP inhibition	KOR beta-arrestin-1	KOR beta-arrestin-2	NOD1 inhibition	GPR55 beta-arrestin	P. falciparum M17LAP
Cc1[nH][nH]c(=O)c1C=NCc1ccc(Cl)cc1	12%	1.4	-0.22	0.94	-1.3	13%	-1%	3%	-3.1%	-39%	-0.2%	11%
Cc1nc(N2CCN(Cc3ccc4c(c3)OCO4)CC2)[nH]c(=O)c1C	17%	·	·	·	·	9%	·	31%	1.5%	-2%	-0.1%	·
COc1ccc(CNC(=O)[C@H](C)NC(=O)C2CC(=O)N(c3ccc4c(c3)OCO4)C2)cc1 (stereo partly drawn)	5%	·	·	·	·	8%	·	-27%	3.1%	-17%	-0.2%	·
Cc1ccc(C2NC(=O)c3c(sc4c3CCN(C)C4)N2)s1 (stereo not drawn)	-4%	-0.34	-0.018	0.09	0.79	16%	20%	4%	-1.4%	-2%	-0.2%	-104%
O=C(CCSc1ccc(Cl)cc1)Nc1cccnc1	-13%	-0.25	-0.28	0.071	0.41	6%	4%	-34%[20 µM]	·	-12%	0.2%	12%
Oc1ccc(/C=N/NC(=S)N/N=C/c2ccc(O)cc2)cc1	1%	-0.41	-0.24	-0.43	0.52	-108%	17%	24%[20 µM]	-8.6%	-21%	-0.1%	23%
COc1ccc(-c2nnc(SCC(=O)N3CCN(c4ccccc4)CC3)o2)cc1OC	-1%	-0.0024	-0.22	0.92	-0.58	-22%	-2%	14%	3.5%	-40%	0.3%	-1%
Cc1ccc(-c2cc(-c3ccc(C)cc3O)[nH]n2)cc1	11%	·	·	·	·	-52%	·	-29%[20 µM]	-2.3%	-74%	0.4%	·
Cn1cc(Br)c(C(=O)N2CCN(c3cccc(Cl)c3)CC2)n1	5%	0.28	-0.29	0.15	0.57	5%	-9%	12%	-0.8%	17%	-0.4%	4%
CCc1ccc(C(=O)NC(=S)Nc2ccccc2N2CCOCC2)cc1	6%	·	·	·	·	12%	·	15%	-4.6%	-13%	0.3%	·
COc1cc(C(=O)N[C@@H](Cc2c[nH]c3ccccc23)C(=O)O)cc(OC)c1OC	0%	·	·	·	·	5%	·	-1%	-4.6%	-23%	-0.2%	·
Cn1c(=O)[nH]c(=O)c2c1nc(SCCCO)n2CCCc1ccccc1	-1%	·	·	·	·	14%	·	25%[20 µM]	-0.9%	-13%	0.7%	·
CC1CCN(S(=O)(=O)c2ccc3ncn(CC(=O)N4CCN(C)CC4)c(=O)c3c2)CC1	6%	-0.96	-0.29	-0.32	0.85	2%	0%	-16%	9.5%	-18%	0.0%	-6%

Source: PubChem

Some of the compounds tested, so the mix of outcomes need not match the whole.
